Pemphigus Ab inh: inhibitors of pemphigus antibody binding to DSG3, primary screen, biochemical, bead-based, flow cytometry, scFv-GFP; DSG3-coupled beads, scFv-anti-DSG3-GFP binding; stronger effect = lower value; binding (percent of control), % at 10 µM; hit rate 0.48% among 310,000;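 active means binding more than 3 SD below its plate's average and above zero; inconclusive means below that plate limit but binding exactly zero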; further: some compounds called inactive have numbers as strong as hits
Keap1 Nrf2 FP: Keap1-Nrf2 protein-protein interaction inhibitors, primary screen, biochemical, fluorescence polarization, single point. Kelch-like ECH-associated protein 1 (Homo sapiens), Q14145. Keap1 Kelch-Nrf2 peptide fluorescence polarization, 1536-well. inhibition, % at 9.4 µM. hit rate 0.15% among 340,000; in the data active means inhibition above about 12%; inconclusive means no clear call, values can overlap the other calls; inactive means below about 7.3%;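 further: human Keap1 Kelch domain with fluorescein labeled Nrf2 9mer peptide probe; 0% = neutral control wells and 100% = peptide positive control; higher means more block of Keap1 binding to Nrf2 peptide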
Target sequence (Q14145 whole entry, looked up, the tested form may be a part): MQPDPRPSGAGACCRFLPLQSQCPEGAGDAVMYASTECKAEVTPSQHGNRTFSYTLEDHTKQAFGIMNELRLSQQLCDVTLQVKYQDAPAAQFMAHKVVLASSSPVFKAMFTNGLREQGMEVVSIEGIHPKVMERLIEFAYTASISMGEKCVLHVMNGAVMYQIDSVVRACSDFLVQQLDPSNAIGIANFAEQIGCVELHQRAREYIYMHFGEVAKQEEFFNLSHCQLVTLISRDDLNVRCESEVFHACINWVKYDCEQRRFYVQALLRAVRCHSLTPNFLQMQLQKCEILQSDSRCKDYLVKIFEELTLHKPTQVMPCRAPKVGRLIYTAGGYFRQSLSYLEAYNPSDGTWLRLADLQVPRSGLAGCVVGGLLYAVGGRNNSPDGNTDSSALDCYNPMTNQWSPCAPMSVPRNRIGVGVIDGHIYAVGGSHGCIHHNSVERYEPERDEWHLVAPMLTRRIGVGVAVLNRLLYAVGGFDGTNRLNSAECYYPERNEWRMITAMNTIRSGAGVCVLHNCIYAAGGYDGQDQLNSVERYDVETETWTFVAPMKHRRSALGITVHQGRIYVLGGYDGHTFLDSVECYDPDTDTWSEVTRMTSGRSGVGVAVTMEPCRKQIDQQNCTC
V-ATPase pHluor: regulators of yeast V-ATPase proton pumping, primary screen, pHLuorin cytosolic pH fluorescence; hit rate 0.37% among 350,000; AID 504577, 2011; response, % at 10 µM; S. cerevisiae; in the data active means response mostly above about 7.3%, no sharp cut-off; inactive means mostly below about 5.4%; further: actives read high; inactives centre near 0; some compounds called inactive have numbers as strong as hits; reference of the scale not given here
OPRM1-OPRD1 inv: inverse agonists of MOR-DOR heterodimerization, primary screen, cell-based, luminescence | hit rate 0.21% among 340,000 | cell-based MOR-DOR heterodimer luminescence, inverse agonism | inhibition, % at 9.3 µM | Mu-type opioid receptor (Homo sapiens) + Delta-type opioid receptor (Homo sapiens), …; in the data active means inhibition above about 22%, passing the limit was not always enough;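 further: 0% = cells with DMSO and 100% = wells without cells with DMSO; values of inactives mirror those of a sister screen read the other way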
OPRM1-OPRD1 ag: agonists of OPRM1-OPRD1 heterodimerization, primary screen, cell-based, luminescence. AID 504326, 2011. Mu-type opioid receptor (Homo sapiens) + Delta-type opioid receptor (Homo sapiens), …. activation, % at 9.3 µM. cells. hit rate 0.3% among 340,000; in the data active means activation above about 18%;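 further: 0% = vehicle-treated cells and 100% = reference agonist; values of inactives mirror those of a sister screen read the other way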
RTF Ca sens act: cardiac RTF calcium sensitivity activators, primary screen, biochemical, IANBD-TnC fluorescence, EC20 calcium | Troponin I, cardiac muscle (Homo sapiens) + Troponin T, cardiac muscle (Homo sapiens) + … | activation, % at 7.2 µM | hit rate 0.24% among 340,000 | IANBD-labeled TnC RTF fluorescence at EC20 calcium; 0% EC20 calcium, 100% full calcium;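 active means activation above the mean over all tested compounds plus 3 SD, cut at about 30% in these data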;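 further: rise in fluorescence read as greater calcium sensitivity of cardiac thin filaments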
Cardiac RTF inh: cardiac RTF calcium sensitivity inhibitors, primary screen, biochemical, IANBD-TnC fluorescence, EC70 calcium; Troponin I, cardiac muscle (Homo sapiens) + Troponin T, cardiac muscle (Homo sapiens) + …; IANBD-labeled cardiac RTF, Ca2+ fluorescence; inhibition, % at 7.15 µM; hit rate 0.12% among 340,000;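 active means inhibition above the mean inhibition of all tested compounds plus 3 SD, cut at about 17% in these data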;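 further: assay run at fixed EC70 calcium of 1.6 mM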
C-LANA FP: inhibitors of KSHV C-LANA binding to DNA, primary screen, biochemical, fluorescence polarization, FAM-LBS DNA, MBP-C-LANA, single point; inhibition, % at 9 µM; hit rate 0.078% among 340,000;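 active means highest replicate inhibition at or above 60% at 9 µM, even if other replicates fall short; inactive means all replicates below 60% inhibition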;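 further: 0% = neutral control wells and 100% = 4 µM acridine orange control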
Wnt bcat act: Wnt/beta-catenin pathway activators, primary screen, cell-based, plate reader, single point. hit rate 1.2% among 300,000. AID 743398, 2014. activation, % at 9.35 µM. Wnt/beta-catenin reporter cell assay, activator; in the data active means activation above about 30%, passing the limit was not always enough; inconclusive means no clear call, values can overlap the other calls;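 further: 0% = neutral control wells and 100% = positive control wells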
Arrestin-AP2 inh: inhibitors of beta-arrestin/AP2 binding, primary screen, biochemical, GPCR trafficking, flow cytometry | AID 504490, 2011 | beta-arrestin 1 C-terminal peptide binding to AP2 beta2-adaptin appendage (human) | inhibition, % at 10 µM | hit rate 0.31% among 340,000 | FITC-arrestin peptide / GST-AP2 beads; AP2 beta2 appendage carries R879A mutation;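 active means inhibition above a set limit, near 3 SD of compounds lacking own fluorescence, cut at about 54% in these data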;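 further: plate controls were DMSO wells for no effect and 5 µM unlabelled arrestin peptide for full effect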
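Material – GST-tagged AP2 beta2-adaptin appendage (R879A) on 4 µm glutathione beads · Probe or stimulus – fluorescein-tagged arrestin peptide at 50 nM final · Timing – 12 min plus 1 h, RT · Detection – bead flow cytometry, FITC channel · Read-out basis – inhibition as reduced fluorescein signal on beads, percent · Medium – PBS plus Tween 20 (0.05%) and BSA (0.1%)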
The depositor's hits bear a star; ? = inconclusive; / = no result given.

Value order – Pemphigus Ab inh | Keap1 Nrf2 FP | V-ATPase pHluor | OPRM1-OPRD1 inv | OPRM1-OPRD1 ag | RTF Ca sens act | Cardiac RTF inh | C-LANA FP | Wnt bcat act | Arrestin-AP2 inh
CN1C(=O)c2ccccc2C(C(=O)O)C1c1cccc(F)c1 (centres undefined)
  68 | -1 | 3 | 7 | -1.1 | 1 | -6 | 0.8 | / | 1
C/C=C(\C)c1nnc(NC(=O)C(C)C)s1
  97 | 2 | -2 | 0 | 0.1 | 5 | 3 | -0.9 | / | -1
O=C1CC(c2cc([N+](=O)[O-])ccc2Cl)c2c(ccc3ccccc23)N1 (centres undefined)
  118 | 1 | 2 | -38 | 7.1 | 2 | -10 | -1.7 | -10 | 3
O=C1CCN(c2ncccc2[N+](=O)[O-])CC1
  80 | -1 | -1 | 18 | -3.5 | 4 | -2 | -2.3 | -1 | -20
Cc1ccc(-n2c(CNc3ccc(C)c(Cl)c3)n[nH]c2=S)cc1
  106 | 2 | -4 | -32 | 4.6 | -1 | -2 | 0.3 | -8 | /
CCOC(=O)N1CCC(N(CCOC)C(=O)Nc2ccc(CC)cc2)CC1
  101 | 6 | -3 | -11 | 1.8 | 6 | -2 | 1.0 | / | -12
O=C(NCCN1CCOC1=O)C1CCC(=O)N(CCc2ccc(Cl)cc2)C1 (centres undefined)
  / | 0 | 0 | 11 | -2.1 | -1 | -3 | 0.9 | 1 | -10
COc1ccc(-c2nc(N)n[nH]2)cc1
  98 | -3 | 4 | 7 | -1.5 | 1 | -4 | 1.3 | / | 0
CCOC(=O)CSC1=C(C#N)C(=O)NC(c2ccc(OC)cc2)S1 (centres undefined)
  / | -1 | 4 | 1 | -0.2 | -6 | -10 | 0.7 | 0 | -2
C(=N\Nc1nncc2ccccc12)/c1ccccc1
  107 | -5 | 8 | 12 | -2.3 | 4 | -3 | 0.4 | 38* | -10

Value order – Pemphigus Ab inh | Keap1 Nrf2 FP | V-ATPase pHluor | OPRM1-OPRD1 inv | OPRM1-OPRD1 ag | RTF Ca sens act | Cardiac RTF inh | C-LANA FP | Wnt bcat act | Arrestin-AP2 inh
CN1CCCCCC1C(=O)N1CCC(N2CCC(C(=O)N3CCOCC3)CC2)CC1 (centres undefined)
  92 | 4 | -6 | 14 | -2.8 | -4 | -5 | 0.6 | 2 | -6
O=C(Oc1ccccc1N1C(=O)CCC1=O)c1ccco1
  / | -2 | 2 | 12 | -2.5 | 1 | 9 | 1.1 | -3 | 4
CC1(C)C(=O)C2(CCCCC2)C(=O)OC1c1ccc(O)cc1 (centres undefined)
  103 | -3 | 1 | -25 | 4.5 | 15 | 6 | 0.4 | 0 | 6
NC(=O)CC(NSc1ccccc1[N+](=O)[O-])C(=O)O (centres undefined)
  98 | -1 | -1 | 11 | -2.1 | 0 | -2 | -0.5 | -1 | 10
O=S(=O)(Nc1n[nH]c(C(F)(F)F)n1)c1ccccc1
  77 | -8 | 0 | 7 | -1.2 | 1 | 0 | -1.6 | 3 | -2
Cc1cc(C)nc(NC(=O)c2ccc(C)o2)n1
  100 | 0 | -2 | 16 | -3.2 | -2 | -5 | 0.2 | -2 | 51
Cc1ccc(OCCC(=O)OCC(=O)Nc2ccc3c(c2)OCO3)cc1
  102 | 1 | 5 | 6 | -1.1 | -7 | 3 | 0.6 | 2 | 27
CC(=O)c1cccc(N(C(=O)CNC(=O)c2ccco2)C(C(=O)NC2CCCC2)c2ccco2)c1 (centres undefined)
  98 | -6 | -1 | 20 | -3.1 | 0 | -9 | -0.3 | 0 | -5
COc1cc(OC)cc(C(=O)N[C@H](C(=O)Nc2nc(-c3ccc(OC)c(OC)c3)cs2)C(C)C)c1
  100 | -3 | -3 | 6 | -1.2 | 3 | -9 | -0.4 | 0 | -8
COc1cc2c(cc1NC(C)=O)CCCC2
  86 | -1 | 0 | 6 | -1.2 | 0 | 10 | -0.7 | 1 | 31

Laid out differently: results already given
Cc1cc(C)nc(NC(=O)c2ccc(C)o2)n1
  Pemphigus Ab inh: 100; Keap1 Nrf2 FP: 0; V-ATPase pHluor: -2; OPRM1-OPRD1 inv: 16; OPRM1-OPRD1 ag: -3.2; RTF Ca sens act: -2; Cardiac RTF inh: -5; C-LANA FP: 0.2; Wnt bcat act: -2; Arrestin-AP2 inh: 51

Cc1ccc(OCCC(=O)OCC(=O)Nc2ccc3c(c2)OCO3)cc1
  Pemphigus Ab inh: 102; Keap1 Nrf2 FP: 1; V-ATPase pHluor: 5; OPRM1-OPRD1 inv: 6; OPRM1-OPRD1 ag: -1.1; RTF Ca sens act: -7; Cardiac RTF inh: 3; C-LANA FP: 0.6; Wnt bcat act: 2; Arrestin-AP2 inh: 27

CC(=O)c1cccc(N(C(=O)CNC(=O)c2ccco2)C(C(=O)NC2CCCC2)c2ccco2)c1 (centres undefined)
  Pemphigus Ab inh: 98; Keap1 Nrf2 FP: -6; V-ATPase pHluor: -1; OPRM1-OPRD1 inv: 20; OPRM1-OPRD1 ag: -3.1; RTF Ca sens act: 0; Cardiac RTF inh: -9; C-LANA FP: -0.3; Wnt bcat act: 0; Arrestin-AP2 inh: -5

COc1cc(OC)cc(C(=O)N[C@H](C(=O)Nc2nc(-c3ccc(OC)c(OC)c3)cs2)C(C)C)c1
  Pemphigus Ab inh: 100; Keap1 Nrf2 FP: -3; V-ATPase pHluor: -3; OPRM1-OPRD1 inv: 6; OPRM1-OPRD1 ag: -1.2; RTF Ca sens act: 3; Cardiac RTF inh: -9; C-LANA FP: -0.4; Wnt bcat act: 0; Arrestin-AP2 inh: -8

Later entries
Value order – Pemphigus Ab inh | Keap1 Nrf2 FP | V-ATPase pHluor | OPRM1-OPRD1 inv | OPRM1-OPRD1 ag | RTF Ca sens act | Cardiac RTF inh | C-LANA FP | Wnt bcat act | Arrestin-AP2 inh
Cn1c(SCC(=O)Nc2ccccc2Cl)nnc1C1CC1
  123 | 0 | -4 | -23 | 2.8 | -3 | -6 | -0.1 | -1 | 24
Cc1ccc(CNC(=O)c2cc3c(=O)n(C)c4ccccc4c3n2C)cc1
  116 | -3 | 0 | 18 | -3.6 | 0 | 3 | 1.0 | -4 | 2
COc1ccc2nc(C3CCCCC3)nc(C3CCCCC3)c2c1
  97 | -4 | 0 | -5 | 0.9 | 4 | 0 | 1.8 | -4 | 4
Cc1ccc(C(=O)Oc2cccc(-n3cnnn3)c2)cc1
  104 | -6 | 0 | -16 | 3.1 | 5 | -6 | -2.0 | 6 | -14
O=C(O)CC1(CC(=O)N2CCN(CCO)CC2)CCCC1
  99 | -1 | 1 | 15 | -3.0 | -2 | 2 | -1.7 | -1 | 7
CN(C)c1cc[n+](CC(=O)Nc2ccc(OC(F)F)cc2)cc1
  105 | 3 | -1 | 23 | -4.5 | -3 | -1 | -0.1 | 0 | -18
COc1cc(COc2ccc3c(C)c(Cc4ccccc4)c(=O)oc3c2C)cc(OC)c1OC
  100 | -5 | 1 | -4 | 0.7 | 6 | -7 | 2.3 | / | -3
Cc1ccc(-n2nnnc2CSc2nnc(-c3ccc(O)cc3)o2)cc1
  97 | -1 | -1 | 14 | -2.6 | 2 | 0 | -0.1 | 2 | -1
CCCN1CCC(NC(=S)Nc2ccc(C(=O)OCC)cc2)CC1
  96 | -2 | -1 | 13 | -2.1 | 0 | -7 | 4.5 | 1 | 8
COC(=O)c1cc(Br)c(=O)n(CCN2CCOCC2)c1
  105 | -5 | 0 | 8 | -1.6 | -3 | -6 | -2.5 | 1 | -1

Compound,Pemphigus Ab inh,Keap1 Nrf2 FP,V-ATPase pHluor,OPRM1-OPRD1 inv,OPRM1-OPRD1 ag,RTF Ca sens act,Cardiac RTF inh,C-LANA FP,Wnt bcat act,Arrestin-AP2 inh
O=C(NNC(=O)c1cccs1)c1ccc(Cl)cc1,107,-1,-1,10,-2.2,3,11,-3.1,-2,-4
CCc1cccc(C)c1NC(=O)C1CCN(C(=O)c2ccc([N+](=O)[O-])cc2)CC1,83,-4,1,7,-1.2,0,0,1.1,-2,-1
CCOc1ccc(-n2c(=S)sc3c(=O)[nH]c(SCC(=O)C(C)(C)C)nc32)cc1,101,2,2,16,-3.0,-4,9,0.2,0,21
CN(CC1CCCN(CCc2cccc(C(F)(F)F)c2)C1)C(=O)c1ccc2nc[nH]c2c1 (centres undefined),101,5,-3,4,-0.7,-7,-5,-0.5,2,6
CCN1CCN(S(=O)(=O)c2cc(C)c(OC)cc2C)CC1,98,-1,-4,-3,0.5,1,-5,0.1,/,-20
COc1ccc(NC(=O)Cc2c(O)c3ccccc3[nH]c2=O)cc1,74,0,-2,1,-0.3,-2,5,-2.4,/,26
Cn1cc([N+](=O)[O-])c(C(=O)n2cccn2)n1,117,5,-2,8,-1.6,3,-6,-1.5,-1,-3
COc1ccccc1CCC(=O)Nc1nc2ccccc2[nH]1,105,-7,-1,-11,2.0,1,5,0.2,31*,2
Cc1ccc(/C=N/c2sc3c(c2C#N)CCCCC3)o1,103,1,-2,10,-1.7,-5,-6,-0.6,/,-6
COc1cccc(-n2c(=O)c3sccc3n(CC(=O)NCC3CCCO3)c2=O)c1 (centres undefined),96,-3,3,13,-2.5,1,-6,-0.8,-1,-4
CCOC(=O)N1CCN(C(=O)c2cc(COc3ccc(OC)cc3Cl)on2)CC1,97,-5,1,10,-1.9,2,-3,0.0,?,-6
COc1ccc(C(C)NC(=O)c2ccccc2)cc1 (centres undefined),119,1,0,-5,0.8,-4,-14,1.3,2,4
COc1ccc(S(=O)(=O)N(C)C[C@H]2Oc3c(NC(=O)NC4CCCCC4)cccc3C(=O)N([C@H](C)CO)C[C@@H]2C)cc1,109,-8,1,11,-1.9,5,6,-1.1,-4,-2
COc1cc(/C=C(\CC(=O)O)c2nc3ccccc3s2)cc(OC)c1O,107,-1,-6,-28,5.8,11,-16,-0.4,0,-1
CC(C)N(C)C(=O)CCc1nnc(CCc2c[nH]c3ccccc23)o1,97,-1,1,2,-0.2,-8,4,-1.0,22,3

Screens deposited in PubChem BioAssay by several laboratories.
